# Vif imaging: HIV Vif inhibition; AID 602346; HEK293T cells, Vif self-association by quenched fluorescence, imaging, 24 h; inhibition, % at 7.49 µM; 0.35% of 340,000 active; in the data active = inhibition above about 50%, passing the limit was not always enough; inconclusive = no clear call, values can overlap the other calls; inactive = below about 31%; note: some results filed as inactive read as strong as hits
# m5-HT2A agonist: agonists of mouse serotonin 5-HT2A receptor (HTR2A). activation, % at 7.6 µM. AID 624169. CHO-K1 mHTR2A beta-arrestin complementation, luminescence; percent of 30 µM serotonin response. 0.66% of 360,000 active;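 active = activation above a run cutoff, the mean activation of all tested compounds plus 3 SD, cut at about 14% in these data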;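 note: 0% = plate median of compound wells and 100% = 30 µM serotonin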
# Target sequence (P35363 whole entry, looked up): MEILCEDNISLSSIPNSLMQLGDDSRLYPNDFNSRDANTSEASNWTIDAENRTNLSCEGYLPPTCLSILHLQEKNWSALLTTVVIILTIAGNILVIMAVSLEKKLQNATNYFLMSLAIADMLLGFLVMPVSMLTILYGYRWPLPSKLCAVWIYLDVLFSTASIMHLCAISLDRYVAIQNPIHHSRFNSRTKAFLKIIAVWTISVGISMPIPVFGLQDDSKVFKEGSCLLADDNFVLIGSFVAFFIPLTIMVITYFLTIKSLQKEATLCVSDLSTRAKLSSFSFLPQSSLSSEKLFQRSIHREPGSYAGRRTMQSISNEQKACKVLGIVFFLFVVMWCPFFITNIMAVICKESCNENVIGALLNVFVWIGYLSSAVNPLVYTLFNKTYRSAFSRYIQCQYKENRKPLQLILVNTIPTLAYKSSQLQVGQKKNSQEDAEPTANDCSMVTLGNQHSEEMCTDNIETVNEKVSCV
# CaV13 FRET inh: Primary screen for inhibitors of IQ motif and Ca2+-dependent inactivation inhibitor domain binding in CACNA1D, Förster resonance energy transfer in living cells, …. 0.098% of 340,000 active. HEK cells, CFP/YFP FRET ICDI-IQ, plate reader, 10 min; percent FRET-ratio fall versus neutral wells. inhibition, % at 12.3 µM;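 active = mean replicate inhibition of at least 30% and at least 1% of replicates passing that level; inconclusive = only one of the two criteria is met; inactive = neither criterion is met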;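 note: 0% = median of the neutral control wells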
# N-glyco inh: blocks N-linked glycosylation in D54 reporter cells. D54 ERlucT glycosylation luciferase reporter, 24 h; percent of 100 nM tunicamycin response. reporter increase, % at 12.5 µM. 0.23% of 360,000 active;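 active = mean luciferase reporter signal, scaled so untreated is 0 and the glycosylation-blocking control 100, at or above a set limit in every replicate; inconclusive = mean reaches the limit but not every replicate does; inactive = mean below the limit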;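 note: luciferase carries N-glycosylation sites so blocking glycosylation raises the light; 0% = median of neutral control wells and 100% = median of 100 nM tunicamycin wells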
# H9c2 protect: modulators protecting cardiomyocytes from myocardial damage | protection from H2O2 cell death, % at 20 µM | 0.63% of 360,000 active | AID 588492 | H9c2 cardiomyocytes, H2O2 injury protection, ATPLite, 2 h;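 active = compounds giving at least 50% protection of heart cells from peroxide-induced death in the single-dose screen, raw or plate-pattern-corrected value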;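 note: 0% = DMSO wells with peroxide and 100% = DMSO wells without peroxide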
# Exocytosis inh: blocks lytic granule exocytosis. TALL-104 LAMP-1 surface exposure, flow cytometry; cells stimulated with thapsigargin and PMA. inhibition, % at 10 µM. 0.66% of 360,000 active;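 active = inhibition above about 55%, limit read from the data; inconclusive = no clear call, values can overlap the other calls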
# PDI turbidity: blocks human protein disulfide isomerase activity; 0.052% of 350,000 active; P07237; PDI insulin aggregation turbidity, A650, 90 min; inhibition, % at 10 µM;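 active = mean inhibition across replicates of 30% or more, whatever share of single replicates reach that level; inconclusive = mean inhibition below 30% while every single replicate reaches 30%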;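 note: absorbance from insulin aggregation driven by PDI reduction with DTT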
# Target sequence (P07237 whole entry, looked up): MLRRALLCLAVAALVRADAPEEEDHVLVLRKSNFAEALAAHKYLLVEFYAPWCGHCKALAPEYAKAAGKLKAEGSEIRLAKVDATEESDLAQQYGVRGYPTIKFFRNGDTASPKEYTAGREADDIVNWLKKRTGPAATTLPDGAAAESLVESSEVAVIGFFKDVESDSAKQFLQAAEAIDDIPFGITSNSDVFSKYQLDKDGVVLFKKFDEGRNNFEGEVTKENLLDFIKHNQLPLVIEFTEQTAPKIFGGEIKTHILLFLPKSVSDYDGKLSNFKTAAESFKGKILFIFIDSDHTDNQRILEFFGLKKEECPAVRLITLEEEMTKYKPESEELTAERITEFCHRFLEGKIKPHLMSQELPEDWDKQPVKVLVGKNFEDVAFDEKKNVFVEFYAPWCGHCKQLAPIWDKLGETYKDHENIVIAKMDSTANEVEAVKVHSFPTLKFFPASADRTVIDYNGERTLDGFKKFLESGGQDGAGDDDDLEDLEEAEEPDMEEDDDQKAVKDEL
# aDG glyco act: increases alpha dystroglycan glycosylation | Pro5-aDG cells, alpha-DG glycosylation AlphaScreen (IIH6); 0% Pro5, 100% B10-LARGE cell signal | 0.22% of 360,000 active | AID 624168 | activation, % at 10 µM;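 active = activation of at least 8% versus controls, or a plate z-score of at least 8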;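 note: Pro5 are CHO cells carrying HIG-tagged alpha-DG that lacks glycosylation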
# hiPSC survival: hiPSC single-cell survival enhancement | survival enhancement, % at 20 µM | ATPlite luminescence; 100% = ROCK inhibitor wells, 0% = DMSO | 0.044% of 360,000 active; in the data active = survival enhancement above about 18%;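 note: cells exposed to compounds for 16 hours before the ATP read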
# ABCB6 inh MLPCN: human ABCB6 transporter inhibition. AID 602162. Q9NP58. 0.19% of 360,000 active. K562-ABCB6 porphyrin accumulation, flow cytometry, 1 h; stronger effect = lower value. fluorescence ratio to DMSO, % at 10 µM;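 active = fluorescence ratio to DMSO below 75%, the collection mean minus 3 SD; inconclusive = too few cells collected in the well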;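 note: signal is porphyrin accumulated inside mitochondria; 100% equals median channel fluorescence of DMSO control wells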
# Numbers without * were called inactive; u = inconclusive; x = no result given.
mol	PDI turbidity	Vif imaging	m5-HT2A agonist	CaV13 FRET inh	Exocytosis inh	H9c2 protect	ABCB6 inh MLPCN	N-glyco inh	hiPSC survival	aDG glyco act
COC[C@@H]1CCCN1[C@@H]1CS(=O)(=O)N[C@H]1COCc1ccccc1	x	x	-3	-6	-3	-5	101	0	0.5	0.1
COc1ccc(S(=O)(=O)N2CCN(CC(=O)N3c4ccccc4CC3C)CC2)cc1OC (centres undefined)	-8	21	-11	-4	6	-7	94	0	-0.3	0.3
COc1ccc(CN(C)C(=O)c2cc(S(=O)(=O)N3CCCCCC3)ccc2OC)cc1OC	-1	1	-2	x	42	-2	104	-2	-0.2	0.5
CC(C)CC(=O)NC(NC(=S)Nc1cccc2cccnc12)C(Cl)(Cl)Cl (centres undefined)	0	-9	5	x	1	-15	100	-2	1.1	1.2
Cc1cccc2nc(CSc3nncn3-c3ccccc3)cn12	11	6	-1	-6	-1	-7	101	1	-4.1	-0.1
N#CCN1C(=S)N=C(Nc2cccc(Cl)c2)C12CCCCC2	-4	4	2	0	-6	-7	101	-1	-3.6	0.6
Cn1cnc([N+](=O)[O-])c1Sc1ncnc2nc[nH]c12	-4	-1	3	-4	-4	16	90	130*	-0.7	-0.1
O=C(COC(=O)c1cccc(OC(F)F)c1)NC(=O)NC1CCCCC1	0	-2	4	-6	-16	-1	95	-1	-0.3	-0.2
Cc1ccc(-n2nc(C(=O)O)c(O)cc2=O)cc1	10	-6	1	-5	-3	3	99	-2	0.0	-0.4
CCCCCOc1ccc(C(O)C(CN2CCOCC2)c2ccccc2)cc1 (centres undefined)	-9	-5	3	-3	-2	-7	100	-5	-0.4	0.3
O=C(O)Cn1cnc2ccccc2c1=O	-5	4	4	x	-2	7	100	1	1.1	0.0
CC(=O)Nc1ccc(N/C=C/C(=O)c2ccco2)cc1	5	-7	-3	-5	-2	-5	101	0	-3.4	0.1
O=C(CN1C(=O)c2ccccc2C1=O)OCC(=O)N1CCN(c2ccccc2)CC1	2	-1	4	-6	2	2	98	1	-0.3	-0.2
O=C(NCc1ccco1)C(=O)NCC1OCCN1S(=O)(=O)c1ccccc1 (centres undefined)	x	1	-2	-6	-6	4	95	-1	0.0	0.4
CCC(=O)N1CCc2cc(S(=O)(=O)N(C)c3ccc(OC)cc3OC)ccc21	4	-10	-3	-4	0	4	97	3	0.1	-0.2
CCCCCCCC(=O)Nc1cc(C(=O)NCCC)ccc1N1CCC2(CC1)CC(c1ccccc1)=NO2	0	0	12	-10	0	14	93	-2	-0.7	0.7
CCN(CC)C(=O)C1=C(C)N(CCCOC)C(=O)C(CC(=O)NCCCCc2ccccc2)C1 (centres undefined)	7	3	-2	-6	3	-6	96	0	-0.8	0.3
Cc1cc(=O)[nH]c(N/N=C/c2c(O)n(-c3ccccc3)c(=O)c3ccccc23)n1	-10	16	2	-15	4	14	98	3	0.0	0.2
c1ccc(-n2cnnc2SCc2cn3ccsc3n2)cc1	15	x	2	-8	0	-7	89	x	1.7	-0.1
O=C(Nc1ccc(S(=O)(=O)N2CCCC2)cc1)c1ccc2c(=O)n3c(nc2c1)CCCCC3	10	-2	1	-6	4	5	100	-5	1.7	0.2
O=C(NCCO)c1ccc2c(c1)S(=O)(=O)c1ccccc1C2=O	-1	3	11	-4	-18	2	100	1	-1.1	0.0
COc1ccc(OC)c(NC(=O)c2ccc3c(c2)CCN3S(C)(=O)=O)c1	-2	-3	0	-6	3	14	93	-2	0.7	0.0
COc1cc(S(=O)(=O)N2CCCC2)c(C)cc1C	4	-1	0	-6	-4	-1	102	2	-0.6	0.2
O=C(CN1CCN(c2ccccn2)CC1)Nc1ccc([N+](=O)[O-])cc1C(=O)Nc1ccccc1F	-7	-3	9	-6	4	63*	96	-4	0.9	0.2
CCC(C(=O)OCC(=O)Nc1ccc(SC(F)F)cc1)c1ccccc1 (centres undefined)	16	1	-5	-1	73*	-7	105	-3	-0.8	0.1
Cc1cc(NC(=O)NCC(F)(F)F)no1	2	-1	-2	-14	-5	0	91	0	-0.2	-0.1
COC(=O)c1ccc(CN2CCCC(C(=O)c3ccccc3OC)C2)cc1 (centres undefined)	1	1	2	-5	1	0	100	0	0.5	-0.1
CCn1c(SCC(=O)Nc2ccc3c(c2)OCCO3)nnc1-c1cccs1	-3	x	1	-7	2	-4	104	-1	-0.2	0.2
CCOC(=O)/C=C1\SCC(=O)N1CC(=O)Nc1cc(S(=O)(=O)N(C)C)ccc1C	3	-2	3	-6	0	2	96	0	1.6	-0.4
O=C(COC(=O)CNC(=O)C1CCCCC1)Nc1ccc2c(c1)OCCO2	-5	-4	0	-6	-3	-5	97	1	-0.6	0.0
CCCS(=O)(=O)Nc1ccc(-c2cn3c(n2)SCC3)cc1	5	3	6	x	-1	3	93	1	-0.2	-0.3
O=C(c1cc(S(=O)(=O)N2CCOCC2)ccc1Cl)N1CCOCC1	6	7	-2	x	-1	6	97	0	-0.3	-0.1
COc1ccc(Br)cc1/C=N/NC(=O)CN1CCCCC1	-7	0	-8	-21	-3	2	97	1	-0.1	-0.2
O=C(Cn1cnc2c(nnn2Cc2ccc(Cl)cc2)c1=O)N1CCN(c2ccccc2)CC1	x	3	-1	-6	4	-15	94	-3	-2.0	0.2
O=c1c(S(=O)(=O)c2ccc(Cl)cc2)cn(Cc2cccc(F)c2)c2ccc(F)cc12	-5	1	2	-3	4	-1	95	-4	0.9	0.5
OCCN1CCN(c2ncnc3c2c(-c2ccccc2)cn3-c2ccc(F)cc2)CC1	-3	9	-20	3	16	7	93	-3	-0.3	0.0
Cn1c(SCC(=O)N2CCCC2)nnc1-c1ccc(S(=O)(=O)N2CCCC2)cc1	-6	1	2	-9	1	-3	101	0	2.8	0.0
COc1cc(C=O)c(Br)cc1OCC(=O)NCCc1ccccc1	-9	-7	1	-5	11	-3	101	1	0.6	0.2
CCOc1ccccc1NC(=S)N1CCN(c2ccccc2F)CC1	0	-6	0	-3	-4	-8	101	-2	-0.2	0.2
Cc1ccc(CC2S/C(=N/c3ccccn3)NC2=O)cc1 (centres undefined)	-11	-6	0	-5	0	3	103	3	4.4	-0.2
COc1cc(NC(=O)c2cc(-c3ccc(F)cc3OC(C)C)n[nH]2)cc(OC)c1OC	-5	-15	-2	-9	0	30	99	3	3.9	-0.2
O=C(CCc1ccncc1)N1CCCC(Nc2ccc(F)cc2)C1 (centres undefined)	0	-4	1	-6	-2	0	99	0	-0.5	-0.2
COc1ccc(NC(=O)CCc2c(C)nc3nc(CNC(=O)c4cccc(F)c4)nn3c2C)cc1OC	-8	-3	-1	-2	-6	1	99	1	0.5	-0.1
COc1ccc(CN2C(=O)C(CC(=O)NCc3cccs3)CC(C(=O)N3CCOCC3)=C2C)cc1 (centres undefined)	18	2	-1	-6	-4	-3	99	2	2.9	0.1
COc1ccccc1-c1noc(-c2ccccc2C(=O)Nc2ccccc2)n1	9	9	-1	-5	-1	1	94	-4	-1.2	-0.4
Cc1cc(C)nc(SCCC(=O)Nc2cccc3ccccc23)n1	9	x	6	x	-2	8	96	-4	-1.3	0.2
CC(OC(=O)Cc1n[nH]c(=O)c2ccccc12)C(=O)Nc1ccccc1[N+](=O)[O-] (centres undefined)	0	4	6	-6	-2	72*	95	0	-0.5	0.6
CCOc1ccccc1N1CCN(CC(O)COc2ccc3c(C)cc(=O)oc3c2)CC1 (centres undefined)	6	12	11	-7	-11	6	96	2	3.0	0.3
CCC(C)n1c(SCC(=O)Nc2ccc3[nH]c(=O)[nH]c3c2)nc2ccccc2c1=O (centres undefined)	0	4	5	-6	2	0	96	4	0.5	0.1
O=S(=O)(NCC(c1ccccc1)N1CCNCC1)c1ccc(Cl)cc1 (centres undefined)	-2	-2	-5	-6	2	0	96	-3	-3.7	2.2
Cc1nc(C)c(-c2ccn(C(=O)NC(C)C)n2)s1	19	-3	-1	-18	-4	-6	99	-1	0.7	0.1
CCNS(=O)(=O)c1ccc(NC(=O)Cn2cc([N+](=O)[O-])cn2)cc1	0	1	1	-8	4	9	99	0	0.7	0.1
COc1cc(/C=C2/NC(=O)NC2=O)cc(Br)c1OCc1cccc(C(=O)O)c1	2	12	-2	-2	-3	-2	103	2	0.0	0.3
CC(=O)N1CCN(C(=O)c2cc(S(=O)(=O)NCc3ccccc3)ccc2C)CC1	0	-1	-3	-6	6	5	97	2	-0.3	-0.2
Cc1cccc(Nc2nc3c(S(=O)(=O)c4ccccc4)nnn3c3ccccc23)c1	6	-1	-5	-15	4	-4	98	-1	-0.3	0.0
COc1ccc2[nH]cc(C(=O)CN3CCC(C)CC3)c2c1	-15	-6	-1	-6	-1	-2	86	2	-1.0	-0.2
O=C1CCC(=O)N1OCCCCOc1ccccc1	14	4	-4	-1	1	5	93	0	6.9	0.0
CCCCn1c(N)c(N(CCC(C)C)C(=O)c2cc(CC)c(C)s2)c(=O)[nH]c1=O	-5	2	6	-7	-1	2	102	-2	-0.4	0.8
O=C(CSc1nc2ccccc2c(=O)n1-c1ccccc1)Nc1ccc2c(c1)CCC2	-4	-7	-9	-7	7	-2	100	-1	-4.8	-0.5
Cc1cccc(NC(=O)CNC(=O)c2cc(C3CC3)nn2-c2ccccc2)c1C	-2	-2	0	-6	-8	-2	103	0	0.1	0.4

# Reprinted from the part before: two compounds; new compounds follow.
mol	PDI turbidity	Vif imaging	m5-HT2A agonist	CaV13 FRET inh	Exocytosis inh	H9c2 protect	ABCB6 inh MLPCN	N-glyco inh	hiPSC survival	aDG glyco act
O=C(CSc1nc2ccccc2c(=O)n1-c1ccccc1)Nc1ccc2c(c1)CCC2	-4	-7	-9	-7	7	-2	100	-1	-4.8	-0.5
Cc1cccc(NC(=O)CNC(=O)c2cc(C3CC3)nn2-c2ccccc2)c1C	-2	-2	0	-6	-8	-2	103	0	0.1	0.4
O=C(CSc1ccccc1)NCc1cccnc1	1	1	-3	-3	0	-5	94	0	-2.7	0.0
COc1ccc2[nH]c(C(=O)O)c(NS(=O)(=O)c3ccc(C)cc3C)c2c1	-8	-1	-3	-8	0	3	101	1	-0.1	-0.5
COCCNC(=O)C(c1ccc(Cl)cc1)N(C(=O)CCC(=O)Nc1ccccn1)C1CCCC1 (centres undefined)	-3	2	10	-1	u	5	85	-1	1.8	0.1
CC(OC(=O)Cn1cnc2c1c(=O)n(C)c(=O)n2C)C(=O)NC1(C#N)CCCCC1 (centres undefined)	8	4	4	-6	1	6	104	1	-0.1	0.0
CC(=O)NC(c1ccc(F)c(F)c1)c1nc(-c2ccncc2)cs1 (centres undefined)	1	-2	4	-5	2	-22	252	2	0.1	0.3
O=C(N/N=C/CCc1ccccc1)c1ccccc1	-1	7	0	-2	-2	10	87	0	-2.2	0.1
COc1ccc(Br)cc1CNC(=O)Cc1cccs1	7	-5	-9	-3	-2	2	98	-2	1.7	-0.1
Cc1cccc2nc(CSC(=N)N)c(Br)n12	-3	-2	-2	-5	-2	-6	92	19	10	0.1
